HepG2 viability: qHTS for Inhibitors of TGF-b: Cytotox Counterscreen. HepG2 CAGA-GFP viability, ATP luminescence, 18 h. Potency, µM (highest dose often 46.1 µM), inactives show at the top dose activity change, negative = cytotoxicity, actives largely listed as cytotoxic. hit rate 0.76% among 410,000. AID 588856, 2011; further: potency means the concentration at half of the fitted maximal effect; some results filed as inactive show a strong effect at the top dose
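CellTiter-Glo luminescence gave cytotoxicity after 18 hours at 37 degrees C. The cells were HepG2 CAGA-GFP in 1% FBS DMEM, stimulated with 500 pg/mL TGF-beta after compound addition. %Activity was normalised to no-cell wells (complete cell-killing) and DMSO (no toxicity), and curves were fitted and classified.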
Mm-Cpn inhibitor: Inhibitors of TCP-1 ring complex (TRiC) of Methanococcus maripaludis (MmCpn): qHTS; Chaperonin Mm-Cpn (Methanococcus maripaludis); purified Mm-Cpn ATPase, ADP Transcreener TR-FRET; Potency, µM (top dose mostly 76.9 µM), for inactives: top-dose activity, negative = inhibition, usual class: inhibitors; hit rate 0.031% among 330,000; AID 504842, 2011; further: potency means the concentration at half of the fitted maximal effect; on the % scale 0 is the no-effect control and ±100 the full control effect; nearly all actives have a fitted effect of over 80% in size
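Measured: ADP formation by purified Mm-CPN. Conditions: 25 nM protein, 10 uM ATP, Tris pH 7.4 with Mg2+, K+ and DTT, 37°C for 30 min. Detection: Transcreener HTRF after 30 min at room temperature.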
Nrf2 ARE act: qHTS of Nrf2 Activators; AREc32 ARE-luciferase reporter (MCF7-derived line), luminescence, 24 h; Potency, µM (doses to about 46.1 µM), inactives show at the top dose activation, actives largely listed as activators; hit rate 0.31% among 410,000; AID 624171, 2012; further: potency means the concentration at half of the fitted maximal effect; % of control where 0% means no effect; nearly all actives have a fitted effect of over 65% in size
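ARE activation measured as luciferase luminescence (Steady-Glo, 30 min RT) in AREc32_Fluc cells after 24 hr compound exposure at 37 deg C, 5% CO2; cells seeded overnight at 1000/well in OPTI-MEM, 5% FBS.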
A549 tox: Nrf2 qHTS screen for inhibitors: counterscreen for cytotoxicity; hit rate 0.16% among 390,000; A549 ARE-Fluc cells, CellTiter-Fluor viability, 18-24 h; Potency, µM (series often up to 46 µM), for the others: top-dose activity change, negative = cytotoxicity, hits mostly inhibitors; AID 504648, 2011; further: potency means the concentration at half of the fitted maximal effect; on the % scale 0 is the no-effect control and ±100 the full control effect
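Cytotoxicity counterscreen: CellTiter-Fluor fluorescence was measured in A549 ARE_Fluc cells after 18-24 h of compound exposure in a concentration series. The subsequent BugLite luminescent read reports ARE-luciferase activity.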
Nrf2 block: Nrf2 qHTS screen for inhibitors; Potency, µM (series often up to 46 µM), for the others: top-dose activity change, negative = inhibition, usual class: inhibitors; A549 ARE-Fluc reporter, luciferase luminescence, 18-24 h; hit rate 2.1% among 360,000; AID 504444, 2011; further: potency means the concentration at half of the fitted maximal effect; on the % scale 0 is the no-effect control and ±100 the full control effect; nearly all actives have a fitted effect of over 60% in size
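A549 ARE_Fluc cells, 5000/well, 5% FBS OPTI-MEM; compounds in dose-response, 18-24 h at 37 °C/5% CO2; CellTiter-Fluor viability read (Ex 405/Em 525), then BugLite luciferase luminescence = Nrf2 activity.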
CCT chaperon mod: High-Throughput Screening for Modulators of Cytosolic Chaperonin Activity. purified chaperonin ATPase assay, HTRF ADP detection, 30 min. activity change, % (test concentration not listed), hits read low. hit rate 0.3% among 360,000. AID 651819, 2012; in the data active means activity change below about -30%; further: on the % scale 0 is the no-effect control and ±100 the full control effect
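Enzyme 40 or 20 nM (batch-dependent) in Tris pH 7.4/KCl/MgCl2/DTT; cpd 76 uM single point; ATP 10 uM; 30 min 37 °C; Transcreener ADP HTRF detection, 30 min RT; ratio 665/615.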
TGFb inhibitor: qHTS for Inhibitors of TGF-b; hit rate 1.2% among 410,000; Potency, µM (series often up to 46.1 µM), for inactives: at the highest dose activity, negative = inhibition, hits mostly inhibitors; AID 588855, 2011; HepG2 CAGA-GFP TGF-b/SMAD3 reporter, GFP fluorescence, 18 h; TGF-beta stimulated, 500 pg/mL final; further: potency means the concentration at half of the fitted maximal effect; on the % scale 0 is the no-effect control and ±100 the full control effect; nearly all actives have a fitted effect of over 65% in size
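TGF-beta reporter screen: HEPG2 CAGA-GFP, 1% FBS, 500 pg/mL TGF-beta final, 18 h; per-cell GFP summed per well; curves fitted and categorized by class.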
Akt phos inh: HTS Assay for Inhibitors of Akt Phophorylation: Primary Screen | activity change, % for hits at 50 µM | AID 651550, 2012 | Neuro2A IGF-stimulated pAkt S473 HTRF, 20 min; hits give low values | hit rate 0.32% among 360,000; in the data active means activity change below about -80%; inconclusive means mostly about -51% to -80%; further: on the % scale 0 is the no-effect control and ±100 the full control effect
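Neuro2A cells (4,500/well, DMEM with 0.5% FBS) were treated with compound at a single 50 µM final concentration, stimulated with 6 nM IGF for 20 min at 37 °C, and lysed. Phospho-Akt Ser473 was read by HTRF as 665/615 ratio ×10^4.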
ATXN viability: Viability Counterscreen for Primary qHTS for Inhibitors of ATXN expression. Potency, µM (series often up to 56.7 µM), actives largely listed as cytotoxic. S2 cells (HEK-293 line with an ATXN2-luciferase reporter) viability, CellTiter-Fluor protease fluorescence, 24 h. hit rate 0.49% among 400,000; further: potency means the concentration at half of the fitted maximal effect; nearly all actives have a fitted effect of over 40% in size
* marks the source's active call; other numbers are inactive results; [ ] = another dose, or the depositor's remark. Unless noted, the call rests on the fitted dose curve; in most records, active means well fitted curve in the direction sought with a large enough effect; inconclusive means small, poorly fitted or top-dose-only effect, or another doubt; inactive means no such curve, though single readings can be large; an effect the other way counts as inactive or inconclusive.

What do the screens show for `O=C(Nc1ccc([N+](=O)[O-])cc1)/C(=C/c1cccc([N+](=O)[O-])c1)NC(=O)C1CCCCC1`?
HepG2 viability: -10%; Mm-Cpn inhibitor: -3%; Nrf2 ARE act: 0.7%; A549 tox: -5%; Nrf2 block: -10%; CCT chaperon mod: 2.8; TGFb inhibitor: -16%; Akt phos inh: inactive; ATXN viability: inactive

What do the screens show for `CCOC(=O)c1cc(-c2ccco2)nc2c1c(C)nn2-c1cccc(Cl)c1`?
HepG2 viability: 2%; Mm-Cpn inhibitor: 0%; Nrf2 ARE act: 10%; A549 tox: -8%; Nrf2 block: 6%; CCT chaperon mod: 0.0; TGFb inhibitor: 0%; Akt phos inh: inactive; ATXN viability: inactive

How did N#Cc1ccsc1NC(=O)CN1CCN(S(=O)(=O)c2ccccc2C(F)(F)F)CC1 do in these assays?
HepG2 viability: 5%; Mm-Cpn inhibitor: -14%; Nrf2 ARE act: -0.4%; A549 tox: 0%; Nrf2 block: 1%; CCT chaperon mod: -0.6; TGFb inhibitor: -10%; Akt phos inh: inactive; ATXN viability: inactive

What do the screens show for `Cc1ccc(NC(=O)CSc2ncccn2)cc1S(=O)(=O)N1CCOCC1`?
HepG2 viability: 12%; Mm-Cpn inhibitor: -2%; Nrf2 ARE act: -0.1%; A549 tox: -2%; Nrf2 block: 9%; CCT chaperon mod: -0.7; TGFb inhibitor: 0%; Akt phos inh: inactive; ATXN viability: inactive

How did Cc1cccc(-n2c(=S)[nH]c3nc4c(cc3c2=O)COC(C)(C)C4)c1 do in these assays?
HepG2 viability: 14%; Mm-Cpn inhibitor: 0%; Nrf2 ARE act: -0.4%; A549 tox: 0%; Nrf2 block: -1%; CCT chaperon mod: -1.3; TGFb inhibitor: 4%; Akt phos inh: inactive; ATXN viability: inactive

Results for CC(NC(=O)CN1C(=O)NC2(CCCC2)C1=O)c1ccc(Cl)cc1Cl (stereo unspecified) ?
HepG2 viability: -13%; Mm-Cpn inhibitor: 0%; Nrf2 ARE act: 0.2%; A549 tox: -3%; Nrf2 block: inconclusive; CCT chaperon mod: -14; TGFb inhibitor: 1%; Akt phos inh: inactive; ATXN viability: inactive

What do the screens show for `Cc1ccc(C(=O)N2CCCc3ccccc32)c(Cl)c1`?
HepG2 viability: -24%; Nrf2 ARE act: 2.4%; CCT chaperon mod: -0.5; TGFb inhibitor: -23%; Akt phos inh: inactive; ATXN viability: inactive

How did COc1cc(C2C(C#N)=C(N)Oc3cc(C)n(CCN4CCOCC4)c(=O)c32)cc(OC)c1OC (stereo unspecified) do in these assays?
HepG2 viability: -14%; Mm-Cpn inhibitor: -6%; Nrf2 ARE act: 0.6%; A549 tox: -2%; Nrf2 block: 16%; CCT chaperon mod: 0.8; TGFb inhibitor: inconclusive; Akt phos inh: inactive; ATXN viability: inactive

What do the screens show for `Cc1cccc(/C=N/NC(=O)CN2CCCCCCC2)c1`?
HepG2 viability: -7%; Mm-Cpn inhibitor: 2%; Nrf2 ARE act: 0.2%; A549 tox: 1%; Nrf2 block: -6%; CCT chaperon mod: -4.1; TGFb inhibitor: -3%; Akt phos inh: inactive; ATXN viability: inactive

What do the screens show for `O=C(Nc1c(Cl)cc(Cl)cc1C(=O)NCC1CCCO1)c1ccco1` (stereo unspecified)?
HepG2 viability: -3%; Mm-Cpn inhibitor: 1%; Nrf2 ARE act: 0.5%; A549 tox: -1%; Nrf2 block: -1%; CCT chaperon mod: -1.1; TGFb inhibitor: 1%; Akt phos inh: inactive; ATXN viability: inactive

Results for COc1ccc(-n2nc(C(=O)NCc3ccco3)c3ccccc3c2=O)cc1 ?
HepG2 viability: -15%; Mm-Cpn inhibitor: -3%; Nrf2 ARE act: 0.1%; A549 tox: -3%; Nrf2 block: inconclusive; CCT chaperon mod: 0.7; TGFb inhibitor: 7%; Akt phos inh: inactive; ATXN viability: inactive

Results for NC(=O)c1c(NC(=O)C2c3ccccc3Oc3ccccc32)sc2c1CCCCC2 ?
HepG2 viability: -17%; Mm-Cpn inhibitor: -2%; Nrf2 ARE act: 0.4%; A549 tox: -8%; Nrf2 block: 3%; CCT chaperon mod: -4.4; TGFb inhibitor: -17%; Akt phos inh: inactive; ATXN viability: inactive

Results for Fc1ccc(C2c3cccn3CCN2C(=S)Nc2cccc(F)c2)cc1 (stereo unspecified) ?
HepG2 viability: -8%; Mm-Cpn inhibitor: 3%; Nrf2 ARE act: 2.7%; A549 tox: 10%; Nrf2 block: -17%; CCT chaperon mod: 0.5; TGFb inhibitor: inconclusive; Akt phos inh: inactive; ATXN viability: inactive

How did O=C(O)c1cnn2cc(-c3[nH]ncc3[N+](=O)[O-])cnc12 do in these assays?
HepG2 viability: 1%; Mm-Cpn inhibitor: 2%; Nrf2 ARE act: -0.8%; A549 tox: -5%; Nrf2 block: -6%; CCT chaperon mod: -0.3; TGFb inhibitor: 22%; Akt phos inh: inactive; ATXN viability: inconclusive

What do the screens show for `Cc1c2cnn(CC(=O)NCC(C)c3ccccc3)c(=O)c2c(C)n1Cc1cccc(Cl)c1` (stereo unspecified)?
HepG2 viability: -28%; Nrf2 ARE act: 0.7%; A549 tox: -11%; Nrf2 block: 2%; TGFb inhibitor: -21%

Results for CCOc1cc(C=O)ccc1OCCSc1ccc(Cl)cc1 ?
HepG2 viability: 1%; Mm-Cpn inhibitor: -1%; Nrf2 ARE act: 3.3%; A549 tox: -14%; Nrf2 block: 5%; CCT chaperon mod: -2.0; TGFb inhibitor: -1%; ATXN viability: inactive

What do the screens show for `CCOC(=O)c1c(C)[nH]c(C)c1S(=O)(=O)N(C)CC(=O)Nc1ccccc1OC`?
HepG2 viability: 0%; Mm-Cpn inhibitor: 1%; Nrf2 ARE act: -1.2%; A549 tox: 0%; Nrf2 block: 0%; CCT chaperon mod: -4.4; TGFb inhibitor: -11%; Akt phos inh: inactive; ATXN viability: inactive

Results for CC(=O)OC1CC(n2ccc(NC(=O)c3ccccc3)nc2=O)OC1CO (stereo unspecified) ?
HepG2 viability: -6%; Mm-Cpn inhibitor: 0%; Nrf2 ARE act: 0.1%; A549 tox: -3%; Nrf2 block: -16%; CCT chaperon mod: -3.3; TGFb inhibitor: -6%; ATXN viability: inactive

How did CCCc1ccc2ccc3ccccc3c2n1 do in these assays?
HepG2 viability: 0%; Nrf2 ARE act: 0.5%; CCT chaperon mod: -2.0; TGFb inhibitor: -32%; Akt phos inh: inactive; ATXN viability: inactive

Results for Cc1cc(C)nc(-n2nc(C)c3c(C(F)F)cc(C)nc32)n1 ?
HepG2 viability: 9%; Mm-Cpn inhibitor: -4%; Nrf2 ARE act: 1.5%; A549 tox: 13%; CCT chaperon mod: 4.4; TGFb inhibitor: 3%; Akt phos inh: inactive; ATXN viability: inactive

What do the screens show for `O=C(Cc1c[nH]c2ccccc12)NCc1ccc2c(c1)OCO2`?
HepG2 viability: -7%; Mm-Cpn inhibitor: -3%; Nrf2 ARE act: 4.4%; A549 tox: 0%; Nrf2 block: -16%; CCT chaperon mod: -38*; TGFb inhibitor: 5%; ATXN viability: inactive

How did Cc1ccc(-c2nc(-c3cc4cccc(OCc5ccc(F)cc5)c4oc3=O)no2)cc1 do in these assays?
HepG2 viability: -3%; Nrf2 ARE act: -0.5%; A549 tox: 12%; Nrf2 block: 10%; TGFb inhibitor: 84%[activator]; ATXN viability: inactive

What do the screens show for `CCCCC(=O)N/C(N)=N/c1nc2ccccc2o1`?
HepG2 viability: -1%; Mm-Cpn inhibitor: -2%; Nrf2 ARE act: 0.4%; A549 tox: -4%; Nrf2 block: -12%; CCT chaperon mod: 1.3; TGFb inhibitor: 13%; Akt phos inh: inactive; ATXN viability: inactive

How did CCOc1ccc(NC(=O)CN2CCC(n3cnc4cc(F)ccc43)CC2)cc1 do in these assays?
HepG2 viability: -7%; Mm-Cpn inhibitor: 1%; Nrf2 ARE act: 0.0%; A549 tox: -29%; Nrf2 block: -5%; CCT chaperon mod: -0.3; TGFb inhibitor: -12%; Akt phos inh: inactive; ATXN viability: inactive

How did CCC(=O)N1c2ccccc2NC2=C(C(=O)CC(C)(C)C2)C1c1ccc(O)c(OC)c1 (stereo unspecified) do in these assays?
HepG2 viability: -28%; Mm-Cpn inhibitor: 1%; Nrf2 ARE act: -0.6%; A549 tox: 3%; Nrf2 block: 11%; CCT chaperon mod: -4.5; TGFb inhibitor: -4%; Akt phos inh: inactive; ATXN viability: inactive

Results for Cn1c(CNC(=O)CCNC(=O)c2ccc(F)c(F)c2)cc(=O)n(C)c1=O ?
HepG2 viability: 0%; Mm-Cpn inhibitor: 0%; Nrf2 ARE act: -0.7%; A549 tox: 0%; Nrf2 block: -12%; CCT chaperon mod: 0.4; TGFb inhibitor: -1%; Akt phos inh: inactive; ATXN viability: inactive

What do the screens show for `CCOC(=O)Cc1csc(NC(=O)C2CCCN(S(=O)(=O)c3cnc[nH]3)C2)n1` (stereo unspecified)?
HepG2 viability: 8%; Mm-Cpn inhibitor: -1%; Nrf2 ARE act: -0.4%; A549 tox: 6%; Nrf2 block: -1%; CCT chaperon mod: -2.9; TGFb inhibitor: 4%; Akt phos inh: inactive; ATXN viability: inactive

Compound activity as filed in PubChem.
